# Screening data from PubChem.
# EP2 antag – inhibitors of human EP2 prostaglandin E2 receptor; C6 glioma cells expressing human EP2, cAMP TR-FRET; cells stimulated with saturating PGE2; inhibition, % at 25 µM; 0.52% of 260,000 active; AID 1422;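 active = percent inhibition above 40 after rounding to a whole number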;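 note: rat C6 glioma host cells with rolipram phosphodiesterase inhibitor present; the protocol text gives 20 µM as final concentration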
# Target sequence (P43116 whole entry, looked up): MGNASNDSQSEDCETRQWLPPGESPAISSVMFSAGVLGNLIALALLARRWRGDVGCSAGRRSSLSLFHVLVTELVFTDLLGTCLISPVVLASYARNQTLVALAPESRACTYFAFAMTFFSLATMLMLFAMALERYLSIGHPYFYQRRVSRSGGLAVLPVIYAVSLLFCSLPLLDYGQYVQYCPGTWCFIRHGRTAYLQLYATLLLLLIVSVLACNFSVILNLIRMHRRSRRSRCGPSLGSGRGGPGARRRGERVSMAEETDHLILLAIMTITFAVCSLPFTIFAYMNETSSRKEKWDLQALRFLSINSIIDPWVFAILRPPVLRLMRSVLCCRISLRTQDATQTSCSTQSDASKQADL
# TbHK1 inh – blocks Trypanosoma brucei hexokinase 1 activity; 0.11% of 220,000 active; recombinant TbHK1, G6PDH-coupled NADH A340; inhibition, % at 10 µM;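 active = inhibition of 50% or more in the single-dose primary screen; inactive = inhibition below 50%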
# Ba/F3 V617F tox – reduce viability of Ba/F3 cells dependent on JAK2V617F; Ba/F3 EpoR-JAK2V617F viability, ATP luminescence; inhibition, % at 5.6 µM; 1.1% of 220,000 active; AID 1446;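 active = inhibition above the campaign mean plus 3 SD over all tested compounds, cut at about 24% in these data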;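 note: cytokine-independent growth of Ba/F3 cells driven by EpoR plus mutant JAK2; 0% = DMSO-treated cells and 100% = JAK inhibitor I control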
# p97 inhibitor – blocks human p97 ATPase activity; recombinant p97 ATPase, Kinase-Glo ATP luminescence, 3 h; inhibition, % at 8 µM; 0.42% of 220,000 active; AID 1481; in the data active = inhibition above about 15%;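 note: 0% = DMSO vehicle and 100% = wells lacking enzyme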
# RBBP9 inhibitor – inhibitors of human serine hydrolase RBBP9. inhibition, % at 7.94 µM. O75884. recombinant RBBP9, FP-Rh probe fluorescence polarization. 0.2% of 220,000 active. AID 1515;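 active = inhibition above the campaign mean of all tested compounds plus 3 SD, cut at about 14% in these data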;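 note: plate controls were DMSO wells with RBBP9 for no effect and wells lacking RBBP9 protein for full effect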
# Target sequence (O75884 whole entry, looked up): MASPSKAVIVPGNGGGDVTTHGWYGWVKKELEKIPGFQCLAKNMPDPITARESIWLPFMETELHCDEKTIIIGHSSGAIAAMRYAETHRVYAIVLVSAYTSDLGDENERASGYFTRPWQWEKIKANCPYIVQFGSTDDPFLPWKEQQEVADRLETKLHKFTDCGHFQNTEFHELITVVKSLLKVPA
#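 Assay system: recombinant human RBBP9; Reagent: Serine-hydrolase probe FP-Rh, 375 nM pre-mixing; Doses: 7.94 µM single dose, 0.794% DMSO; Incubation: 30 min then 45 min, 25 °C; Detection: fluorescence polarization (mP), excitation 525 nm, emission 598 nm; Evaluation: percent inhibition from mP, scaled between DMSO and no-protein wells.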
# BaF3 parental – reduces parental Ba/F3 cell viability, JAK2V617F counter-screen | CellTiter-Glo ATP luminescence | inhibition, % at 5.6 µM | 1.1% of 220,000 active | AID 1486;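 active = inhibition above a per-campaign cutoff, the mean inhibition of all tested compounds plus 3 SD, cut at about 27% in these data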;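 note: 0% = DMSO wells and 100% = JAK Inhibitor I control wells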
# Furin inhibitor – human furin inhibition; purified furin, fluorogenic substrate cleavage; inhibition, % at 30 µM; 0.061% of 220,000 active; in the data active = inhibition above about 25%; note: inactives centre near -15
# NCF1 inh – p47phox (human) inhibition; P14598; p47phox/p22phox peptide binding, fluorescence polarization, 2 h; inhibition, % at 24.7 µM; 0.53% of 220,000 active;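 active = inhibition above about 30%, limit read from the data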;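 note: 0% = p47phox with labelled peptide and 100% = labelled peptide alone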
# Target sequence (P14598 whole entry, looked up): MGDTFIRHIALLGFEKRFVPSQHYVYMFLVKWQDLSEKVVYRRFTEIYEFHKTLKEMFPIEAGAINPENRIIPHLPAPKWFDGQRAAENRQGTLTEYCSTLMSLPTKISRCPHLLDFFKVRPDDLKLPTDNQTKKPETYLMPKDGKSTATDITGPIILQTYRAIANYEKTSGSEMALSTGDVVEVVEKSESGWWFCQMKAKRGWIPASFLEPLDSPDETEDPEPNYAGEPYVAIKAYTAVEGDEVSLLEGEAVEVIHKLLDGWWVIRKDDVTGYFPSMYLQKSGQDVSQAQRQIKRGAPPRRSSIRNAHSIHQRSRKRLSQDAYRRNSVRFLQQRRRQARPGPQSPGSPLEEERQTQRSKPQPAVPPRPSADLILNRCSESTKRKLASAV
# PPC-1+TRAIL kill – PPC-1 cancer cell killing with TRAIL present | PPC-1 cells + TRAIL, ATPLite viability luminescence | cell killing (% activity), % at 4 µM | 0.41% of 220,000 active | AID 1443;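 active = cell killing above 50% in the first pass at 4 µM, then a duplicate retest at 5 µM averaging 50% or more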;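 note: plate controls were cells with TRAIL plus DMSO for no effect and medium-only wells lacking cells for full effect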
# The depositor's hits bear a star; x = not tested or not shown; & = joins results of further samples; [ ] = remark or other dose. These rows are one share of the data; the hit share may differ from the screen's.
SMILES,EP2 antag,TbHK1 inh,Ba/F3 V617F tox,p97 inhibitor,RBBP9 inhibitor,BaF3 parental,Furin inhibitor,NCF1 inh,PPC-1+TRAIL kill
O=C(N/N=C/c1ccccc1Cl)c1[nH]c2ccc(Br)cc2c1-c1ccccc1,12,-27,47*,-5,-12,21,2,-15,27
COc1ccc(N2CCN(C(CNC(=O)C3CCCCC3)c3cccnc3)CC2)cc1 (stereo unspecified),10,44,-4,5,-2,1,-7,x,29
O=C(NCc1ccc(F)cc1)C1(c2cccs2)CCOCC1,8,0,2,-2,-2,6,-4,-4,-3
CNc1ccc(S(=O)(=O)NC)cc1[N+](=O)[O-],4,1,0,4,1,7,-22,2,22
Fc1cccc(/C=N/Nc2nc3ccccc3[nH]2)c1,12,-22,-3,7,-1,-2,-15,-14,10
Cc1cc(NC(=O)Cn2c(=O)c3c(ncn3CC(C)C)n(Cc3ccccc3)c2=O)no1,13,-4,-2,2,-1,-1,-17,-3,16
Cc1ccc(NCc2nnc(SCCN3CCCCC3)n2CC2CCCO2)cc1Cl (stereo unspecified),5,2,0,-5,5,4,-24,-10,6
C[C@@H]1CN(c2c(F)c(N)c3c(=O)c(C(=O)O)cn(C4CC4)c3c2F)C[C@H](C)N1,x,x,-2,9,8,1,x,0,18
CCN(CC)c1nc(-c2ccccc2)nc2c1sc(=S)n2CC,7,-7,1,-1,0,4,-9,-10,x
Cc1nc(N2CCC(C)CC2)c2c(C)c(C(=O)Nc3ccc(C(F)(F)F)cc3)sc2n1,8,-22,5,0,-5,6,-30,-5,13
CCCCNC(=O)c1cc2nc3c(c(C(F)(F)F)n2n1)CCc1ccccc1-3,12,3,0,-2,-6,9,-27[20 µM],-9,-3
Cc1nc2c(c(C)nn2-c2ccccc2)c(C)c1CCC(=O)Nc1ccc(CN2CCCC2)cc1,9,8,0,3,-2,6,-21,-12,14
ClCc1ncc(-c2ccc(Cl)cc2)o1,8,-3,-1,3,0,6,-14,-2,18[5 µM]
Cc1csc(Sc2ccc(S(=O)(=O)N3CCCC3)cn2)n1,6,0,1,1,-7,2,-19,1,22
COc1ccccc1NC(C)C(=O)N/N=C/c1cccs1 (stereo unspecified),8,-9,3,1,-8,7,-20,-2,-1
CCOC(=O)c1c(C)[nH]c2cc(Br)c(O)cc12,9,-7,-2,4,-6,8,-20,-14,3
CC1c2[nH]c3ccccc3c2CCN1S(C)(=O)=O (stereo unspecified),5,1,-1,0,5,4,-17[20 µM],0,26
Cc1cc(C)cc(NC(=O)Nc2cc(S(=O)(=O)N(C)C)ccc2C)c1,24,-4,-2,2,-11,3,-9,1,-14
C=CCOc1c(Br)cc(CNc2ccc(NC(=O)C(C)C)c(OC)c2)cc1OCC,6,-12,1,-6,-15,7,-16,-6,14
COc1ccc(Cn2c(O)c(C=Nc3ccccc3)c3ccccc3c2=O)cc1,5,-6,2,-1,-8,6,-14,-137,18
CCOc1ccc(Cl)cc1CSc1ncn[nH]1,3,-2,1,-5,-9,3,-8,1,32
CCN(CC)S(=O)(=O)c1ccc(C(=O)/C=C/c2ccc(-c3ccc([N+](=O)[O-])cc3)o2)cc1,1,-8,3,3,1,-5,-5,-105,8
Cc1ccc(S(=O)(=O)NC(=O)N2CCCC(C)(C)C2)cc1,20,-3,-3,2,-6,-1,-18,4,5
CNCCCCOc1ccccc1Cc1ccccc1,13,x,0,-1,-4,-4,x,-16,8
COc1ccc(C=C(c2ccc(OC)cc2)c2ccc(OC)cc2)cc1,10,-12,-3,3,-2,-1,-16[20 µM],-3,19
CCOC(=O)C1CCN(C(=O)CCCCn2c(=O)[nH]c3ccccc3c2=O)CC1,4,1,4,-10,-4,6,-12[20 µM],-11,10
Cn1nc(C(C)(C)C)cc1C(=O)O,7,0,0,6,1,-2,-15,0,10
COC(=O)c1cccc(C23CC4(C2)[C@H](CN(C)[C@@H]4c2ccccc2)C3c2ccccc2)c1 (stereo partly specified),14,11,x,x,x,x,-23,-11,11
CCN(CC)CCN1C(=O)c2ccccc2NC1c1cc(OC)c(OC)c(OC)c1 (stereo unspecified),11,-9,-5,9,2,1,-28,2,2
CCOC(=O)C1(CC2CCCCO2)CCN(Cc2cc3ccccc3[nH]2)CC1 (stereo unspecified),10,4,1,4,-2,11,-30,-4,x
CC1CC(C)CN(C(=O)C(NS(=O)(=O)c2ccc3c(c2)oc(=O)n3C)C(C)C)C1 (stereo unspecified),16,-9,-2,0,-10,8,-13,-6,7
c1ccc(-c2noc(-c3ccno3)n2)nc1,6,-9,-1,1,12,3,-28,-7,15
Cn1c(N)c(C(=O)COC(=O)c2cc(-c3ccccc3)nc3ccccc23)c(=O)n(Cc2ccccc2)c1=O,20,-5,-2,5,-10,6,-19,-94,2
Cc1cccc(C(=O)Nc2nc(C)c(C(=O)Nc3ccc4c(c3)CCC4)s2)c1,8&17,-9,1,0,-29,7,-8[20 µM],-30,20
Cc1ccccc1-n1c(C)nnc1SCC(=O)NCC1CCCO1 (stereo unspecified),9,-7,1,2,5,6,-18,14,0
C=CCn1c(O)c(CN2CCN(Cc3ccccc3)CC2)c(C)c(C#N)c1=O,1&9,-30,-4,4,-3,3,-17[20 µM],-37,-28
Cc1[nH]nc(N=CC2=C(O)CC(c3ccco3)CC2=O)c1-c1ccccc1 (stereo unspecified),2,-7,0,4,-6,6,-12,-16,12
CC(=O)Nc1nc(-c2ccccc2)nc(C)c1C(C)=O,13,2,4,-1,2,2,-17[20 µM],-8,23
CC(C)(C)c1nnc(N/N=C/c2cc(Br)ccc2O)n(N)c1=O,21,2,0,3,-7,1,-22,-6,27
C=CCNC(=O)c1nn2cccnc2c1Cl,10,1,-1,2,1,4,-22[20 µM],-8,-9

# Part of the list above, bar-delimited:
molecule | EP2 antag | TbHK1 inh | Ba/F3 V617F tox | p97 inhibitor | RBBP9 inhibitor | BaF3 parental | Furin inhibitor | NCF1 inh | PPC-1+TRAIL kill
CC1CC(C)CN(C(=O)C(NS(=O)(=O)c2ccc3c(c2)oc(=O)n3C)C(C)C)C1 (stereo unspecified) | 16 | -9 | -2 | 0 | -10 | 8 | -13 | -6 | 7
Cn1nc(C(C)(C)C)cc1C(=O)O | 7 | 0 | 0 | 6 | 1 | -2 | -15 | 0 | 10
C=CCNC(=O)c1nn2cccnc2c1Cl | 10 | 1 | -1 | 2 | 1 | 4 | -22[20 µM] | -8 | -9
CCOC(=O)C1CCN(C(=O)CCCCn2c(=O)[nH]c3ccccc3c2=O)CC1 | 4 | 1 | 4 | -10 | -4 | 6 | -12[20 µM] | -11 | 10

# (listing goes on)
SMILES,EP2 antag,TbHK1 inh,Ba/F3 V617F tox,p97 inhibitor,RBBP9 inhibitor,BaF3 parental,Furin inhibitor,NCF1 inh,PPC-1+TRAIL kill
COc1ccc(/C=N/Nc2cc(C)nc(NS(=O)(=O)c3ccc(C)cc3)n2)cc1,8,-37,-1,3,-8,5,-4,-10,22
Cc1ccc(NC(=O)Nc2ccnc(-c3cccnc3)n2)cc1,8,-3,3,1,-4,2,-22,-33,20
Cc1noc(C)c1CSc1nnc2scc(-c3ccccc3)n12,6,-1,-1,1,5,6,-23,-4,-6
C=CCN(CC=C)c1nc2ccccc2nc1C(C#N)C(=O)OC(C)C (stereo unspecified),12,2,-1,2,1,3,-25,-12,21
COc1cc(CNC2CCCC2)cc(Br)c1OCC(=O)Nc1ccccc1C,3,15,0,-5,-4,8,-8,-12,0
Cc1nnc(SCC(=O)Nc2nccs2)n(N)c1=O,2,-6,3,4,2,6,-19,x,3
S=C(NCc1ccco1)N1CCN(c2nc(-c3ccc(Cl)cc3)cs2)CC1,13,-2,-2,2,-3,6,-27,-48,8
Cc1cc([N+](=O)[O-])c(C)cc1-c1ccc(/C=N/NC(=O)c2cccnc2)o1,2,-19,-2,8,3,0,-14,-4,10
CC(C)(C)NC(=O)CN1CCC(O)(c2ccccc2)CC1,4,0,-2,6,7,3,-22,-6,10
CN(C)c1nc2c(c(=O)[nH]c(=O)n2C)n1Cc1ccc(F)cc1,11,-7,1,6,-5,4,-35,-16,7
COc1cccc(NC(=O)CSc2nnc(Cn3c(=O)sc4ccccc43)n2C)c1,7,-3,-2,1,-8,8,-30,-7,12
O=[N+]([O-])c1ccc(Oc2ccc(C(F)(F)F)cn2)cc1,5,-3,-4,4,8,-4,-10,-12,-11
Cc1ccc(C(C(=O)NC(C)(C)C)N(Cc2ccco2)C(=O)CCC(=O)Nc2nccs2)cc1 (stereo unspecified),x,-4,-3,0,-3,3,-9[20 µM],x,x
CCN(CC)S(=O)(=O)c1ccc(N/N=C/c2cc(OC)ccc2O)nc1,7,-4,82*,-5,-16,54*,-7,-2,40
Cn1cc(CN(CCO)Cc2cccs2)c(-c2cccc(Cl)c2)n1,8,-5,-3,-1,5,3,-33,-1,22
CCN(CC)c1ccc(C(=O)c2cnc(/N=C/N(C)C)s2)cc1,11,-17,0,-2,-11,-1,-8,-2,8
O=C(CCC(=O)N(CC(=O)NC1CCCC1)Cc1ccc2c(c1)OCO2)Nc1nccs1,6,-3,1,4,0,3,-13,12,12
O=C(NCC1CCCO1)C(c1ccncc1)N(Cc1cccs1)C(=O)Cn1nnc(-c2ccc(F)cc2)n1 (stereo unspecified),12,-6,-4,5,0,-1,-20,-10,x
CCOc1ccc(CNC(=O)CCSCc2ccccc2F)cc1OC,4,3,2,-6,-6,-2,-11,4,-1
COC(=O)[C@H](C)NC(=O)NC1CCCc2ccccc21 (stereo partly specified),9,-4,-4,0,-4,9,-19,-4,3
COc1ccc(OCc2nnc(SCC(N)=O)n2N)cc1,9&14,1,-3,2,0,1,-24[20 µM],-15,-2
O=CN(Cc1ccco1)C1(C(=O)NC2CCCCC2)CCCCC1,10,3,0,4,-1,7,-17,-14,12
CC1CCCN(C(=O)C(C)Nc2cc(Cl)ccc2N2CCOCC2)C1 (stereo unspecified),6,-12,-4,2,-6,2,-26,-14,-6
O=[N+]([O-])c1cccc(OCc2cn3cccnc3n2)c1,9,-9,-3,6,-10,-2,-7,4,9
Cc1nc(Nc2nc3ccccc3o2)nc2c1CCC2,2,4,0,-11,-6,5,-18,-7,25
O=C(/C=C/c1ccc(Cl)cc1)Nc1ccc(N2CCCCC2)cc1,1,-12,1,3,1,-1,-7[20 µM],-11,6
Cc1cc(OC(C)C)nc(NCc2ccccc2)n1,8,4,-4,-4,-1,0,-12[20 µM],5,-5
CCOC(=O)c1ccc(NC(=O)COc2cc(=O)n(CC)c3ccccc23)cc1,31,-10,-4,4,-7,1,-37,-9,-2
OCC1(Cc2cccc(C(F)(F)F)c2)CCN(Cc2cc(F)cc(F)c2)CC1,5,-7,-3,4,7,1,-29,-1,4
COC(=O)C1=C(C(=O)OC)[C@@H]2N(C)c3ccccc3[C@@]23C[C@@H](C(=O)OC)N(C(=O)C2CCC2)C3=N1,8,-12,x,x,x,x,-20,-3,19
Cc1cc(NS(=O)(=O)c2ccc(NC(NC(=O)C(C(F)(F)F)C(F)(F)F)(C(F)(F)F)C(F)(F)F)cc2)no1,11,11,-1,1,-8,3,-24[20 µM],0,-15
CCOC(=O)c1c(NC(=O)C[n+]2ccc(Cc3ccccc3)cc2)sc(C)c1C,3,4,2,8,-4,6,-3,-16,32
O=C(COC(=O)C1CC2C=CC1C2)NCc1ccc(F)cc1 (stereo unspecified),1,4,-1,2,-5,4,-27,-6,9
O=C(COc1ncnc2cc([N+](=O)[O-])ccc12)NCCc1ccc(Cl)cc1,8,2,6,15*,-8,9,-4,-6,-5
Cc1cc(C)n2nc(C(=O)N/N=C/c3cccs3)nc2n1,6,-39,1,-4,-3,1,5,6,8
Cc1c(Br)c([N+](=O)[O-])nn1CC(=O)Nc1ccccn1,12,-5,-3,3,-3,2,-19,-12,2
NC(=O)Nc1ccc(Oc2c(F)c(F)c(F)c(F)c2F)cc1,13,4,-2,-1,-1,2,-20,0,4
